GDH-TPI counter: GDH-TPI coupled enzyme inhibition counter-screen | 1.2% of 360,000 active | GDH-TPI coupled enzyme counterscreen, NADH absorbance | inhibition, % at 4.8 µM | AID 588335; in the data active means inhibition above about 30%;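 further: 0% = DMSO wells and 100% = wells lacking the enzyme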
BoNT F protease: BoNT F light chain protease inhibition. inhibition, % at 10 µM. 0.22% of 360,000 active. Multiplex microsphere protease cleavage assay, flow cytometry; in the data active means inhibition above about 35%, passing the limit was not always enough; inconclusive means no clear call, values can overlap the other calls; further: plate controls were buffer without enzyme for full effect and enzyme alone for no effect
PfHsp40 yeast: rescue of PfHsp40-mediated yeast toxicity | S. cerevisiae expressing PfHsp40, growth rescue, ATP luminescence | growth rescue, % at 12.5 µM | 0.68% of 340,000 active; in the data active means growth rescue above about 28%, passing the limit was not always enough; inconclusive means no clear call, values can overlap the other calls;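 further: yeast W303a lacking pdr1 and pdr3 grown in galactose medium; growth measured after three days at 30 °C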
Anthrax LF prot: blocks Bacillus anthracis lethal factor protease. multiplex microsphere protease cleavage assay, LF. inhibition, % at 10 µM. 0.12% of 360,000 active. AID 588501; further: plate controls were buffer without enzyme for full effect and enzyme alone for no effect
Mtb BioA inh: inhibitors of Mycobacterium tuberculosis BioA enzyme | purified M. tuberculosis BioA enzyme, plate reader | inhibition, % at 9.99 µM | 0.096% of 360,000 active | AID 602481; in the data active means inhibition above about 40%; inconclusive means no clear call, values can overlap the other calls
Mtb UGM inh: Mtb UDP-galactopyranose mutase inhibition; inhibition, % at 10 µM; P9WIQ1; purified UGM, fluorescence polarization probe displacement; 0.06% of 320,000 active; AID 504406; in the data active means inhibition above about 10%, passing the limit was not always enough; inconclusive means no clear call, values can overlap the other calls
Target sequence (P9WIQ1 whole entry, looked up): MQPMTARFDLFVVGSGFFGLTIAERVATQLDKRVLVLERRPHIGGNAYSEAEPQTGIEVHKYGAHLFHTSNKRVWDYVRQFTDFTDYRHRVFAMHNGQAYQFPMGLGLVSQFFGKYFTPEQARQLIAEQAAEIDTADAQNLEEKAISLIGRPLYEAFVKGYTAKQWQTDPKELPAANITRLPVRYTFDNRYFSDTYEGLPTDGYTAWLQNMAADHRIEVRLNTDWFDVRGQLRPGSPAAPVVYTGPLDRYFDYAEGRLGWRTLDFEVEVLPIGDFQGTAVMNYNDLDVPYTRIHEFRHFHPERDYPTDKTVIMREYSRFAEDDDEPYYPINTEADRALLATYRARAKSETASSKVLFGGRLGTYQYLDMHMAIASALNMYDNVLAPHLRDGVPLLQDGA
Mtb FBA inh: Mtb fructose-bisphosphate aldolase inhibition; 2.3% of 360,000 active; AID 588726; purified M. tuberculosis FBA, fluorescence read-out; inhibition, % at 1 µM; P9WQA3; in the data active means inhibition above about 27%;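 further: 0% = vehicle and 100% = reference inhibitor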
Target sequence (P9WQA3 whole entry, looked up): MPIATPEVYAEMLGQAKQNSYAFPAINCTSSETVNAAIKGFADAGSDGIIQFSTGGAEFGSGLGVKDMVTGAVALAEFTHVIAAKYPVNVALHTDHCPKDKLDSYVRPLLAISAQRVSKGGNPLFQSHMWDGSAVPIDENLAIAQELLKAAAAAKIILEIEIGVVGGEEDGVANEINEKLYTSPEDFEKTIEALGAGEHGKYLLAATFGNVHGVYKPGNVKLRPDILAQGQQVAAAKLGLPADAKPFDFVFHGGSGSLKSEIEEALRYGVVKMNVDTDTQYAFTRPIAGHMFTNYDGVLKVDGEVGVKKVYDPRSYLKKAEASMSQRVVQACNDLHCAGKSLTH
FadD28 binding: blocks FadD28 binding to the bisubstrate probe; fluorescence polarization; inhibition, % at 12.5 µM; 0.22% of 360,000 active; in the data active means inhibition above about 8.5%, passing the limit was not always enough; inconclusive means no clear call, values can overlap the other calls
BoNT A protease: BoNT A light chain protease inhibition; inhibition, % at 10 µM; multiplex microsphere protease substrate cleavage, flow cytometry; 0.17% of 360,000 active; AID 588499; further: plate controls were buffer without enzyme for full effect and enzyme alone for no effect
* = called active by the depositor; ? = inconclusive; / = not tested or not shown. Unless noted, no stated cut-off is given here; in the data, active means inhibition above about 30%; inconclusive means no clear call, values can overlap the other calls; inactive means below that.

The opening 2 entries (preview)
SMILES	GDH-TPI counter	BoNT F protease	PfHsp40 yeast	Anthrax LF prot	Mtb BioA inh	Mtb UGM inh	Mtb FBA inh	FadD28 binding	BoNT A protease
CC1C(=O)C(C)C(c2ccc(Cl)cc2)NC1c1ccc(Cl)cc1 (configuration not stated)	3	/	/	/	3.6	-6.1	-1	-0.4	/
O=C(Nc1ccc(N2CCOCC2)cc1)c1cc2c(s1)CCCCC2	2	-11	4.6	-7	/	0.7	-1	2.0	-0.3

The listing (from the top)
SMILES	GDH-TPI counter	BoNT F protease	PfHsp40 yeast	Anthrax LF prot	Mtb BioA inh	Mtb UGM inh	Mtb FBA inh	FadD28 binding	BoNT A protease
CC1C(=O)C(C)C(c2ccc(Cl)cc2)NC1c1ccc(Cl)cc1 (configuration not stated)	3	/	/	/	3.6	-6.1	-1	-0.4	/
O=C(Nc1ccc(N2CCOCC2)cc1)c1cc2c(s1)CCCCC2	2	-11	4.6	-7	/	0.7	-1	2.0	-0.3
COCCN(C(=O)c1ccc(COc2ccccc2)o1)c1c(N)n(CC(C)C)c(=O)[nH]c1=O	4	-13	-0.7	-5	0.2	1.4	-1	-0.4	-0.1
COc1ccc(CN(C)C(=O)c2ccncc2)c(OC)c1	0	8	-0.8	-1	-0.6	0.2	-1	-3.2	0.1
Cc1ccc(NC(=O)c2cc(S(=O)(=O)NCCC3=CCCCC3)ccc2F)cc1	7	4	?	-1	-1.9	-0.8	-1	2.5	1.7
CC(NC(=O)c1cc(-c2ccccn2)nc2ccc(Cl)cc12)C1CCCO1 (configuration not stated)	13	6	-0.5	-1	-1.9	2.9	2	-0.9	-0.2
Cc1c(C(=O)NCc2ccccc2C(F)(F)F)sc(=O)n1Cc1ccccc1C#N	-6	-6	/	-8	0.6	/	2	-2.7	-0.7
Cc1cc(C(F)F)n2nc(C(=O)Nc3ccc(S(=O)(=O)NC45CC6CC(CC(C6)C4)C5)cc3)nc2n1	1	1	0.0	-2	1.2	2.3	0	-3.5	0.7
Cc1ccc(OCCNc2ccc(S(=O)(=O)N3CCCC3)cn2)cc1	3	-7	1.1	?	/	/	3	1.8	-4.2
CSc1ncnc2c1ncn2CCCN1CCN(Cc2cccc3ccccc23)CC1	5	-4	/	-1	-0.5	/	0	-0.8	-0.1
COc1ccc(NC(=O)COc2ccc(N(C)S(=O)(=O)c3ccc(Cl)cc3)cc2)cc1	1	-4	0.4	0	-2.9	-0.6	-1	-7.5	1.4
COC(=O)N/N=C/c1cc(Br)ccc1O	3	-1	1.8	-3	1.1	2.7	0	-0.6	-0.1
Cc1ccc(C[n+]2ccccc2)cc1	1	6	0.2	-5	-1.9	2.0	1	0.0	-0.1
Cc1cccc(-c2nnc(SCC(=O)Nc3nc4c(s3)CCCC4)n2C)c1	3	12	1.4	-1	-1.4	-1.5	3	-2.4	0.3
CCc1cc2c(Sc3nc4ccccc4s3)ncnc2s1	6	-7	-2.6	-2	-0.7	-3.1	-2	0.6	-0.8
COc1cc(CN2CCNC(=O)C2CC(=O)NC2CCCCC2)cc(OC)c1 (configuration not stated)	11	1	0.0	-1	0.6	0.9	-1	-3.1	-0.7
O=c1[nH]sc2cc(F)ccc12	2	4	0.7	-2	/	/	0	-0.1	0.9
CCNC(=O)OCC12CC3CC(CC(C3)C1)C2	9	-14	0.0	0	/	1.4	1	1.3	-0.4
C/C(=N\NC(=O)Cn1nc(C)c([N+](=O)[O-])c1C)c1ccc(O)cc1	9	-4	-1.1	0	/	-2.9	-3	-0.7	0.4
O=C(CN1C(=O)COc2ccc(S(=O)(=O)N3CCCCCC3)cc21)NCc1ccc(F)cc1	-1	-7	1.0	-8	0.6	-0.9	-2	-4.8	0.3
CCOC(=O)C1CCN(C(=O)C2CC(=O)N(c3ccc(C)cc3)C2)CC1 (configuration not stated)	5	-8	3.5	-1	1.1	-1.5	1	1.0	-1.4
Cn1nc(C(C)(C)C)c([N+](=O)[O-])c1C(=O)NC(C)(C)C	8	-4	0.9	-1	-2.9	0.5	-2	-1.2	0.3
O=C(NCc1cccs1)c1nc2c(nnn2Cc2ccc(F)cc2)c(=O)[nH]1	-7	0	-0.4	-2	8.4	2.7	3	-0.2	-0.1
Cc1c(C(N)=O)sc2nc(-c3ccccc3)cn12	-7	0	3.7	-14	/	1.2	8	-1.0	2.2
O=S(=O)(Nc1ccncc1)c1cc(Cl)c(Cl)cc1Cl	-6	?	-1.6	-22	-1.0	-0.3	1	-1.3	-1.2
COc1ccc(C(O)c2ncc(-c3ccc4ccccc4c3)[nH]2)cc1F (configuration not stated)	13	-2	/	4	0.0	/	22	-2.7	-0.3
CCCCOc1ccc(CSC2=NCCN2)cc1[N+](=O)[O-]	12	-3	0.9	1	6.6	-0.8	1	-13	-0.2
CCc1ccc(CN2CCN(C(=O)c3ccco3)CC2)cc1	6	-19	-1.5	-1	-1.2	0.1	1	-1.1	-0.6
O=C(c1ccccc1Br)N1CCN(c2ccccn2)CC1	9	?	0.2	-5	/	1.6	5	-3.4	-12
CC(=O)ONC(=Nc1ccccc1)c1nonc1N	8	/	0.0	/	/	0.6	1	-1.7	/
COc1ccc(/C=N/NC(=S)Nc2cc(S(=O)(=O)N3CCOCC3)ccc2N2CCOCC2)cc1O	42*	-8	-0.8	0	/	-0.9	0	-6.3	-0.3
CCN(Cc1cnn(C)c1)Cc1nc(C2(c3ccc(C)cc3)CCCC2)no1	-1	-1	0.3	0	0.8	-1.1	2	-3.4	-0.3
CCCOc1ccc(C(=O)Nc2ccc(N3CCOCC3)cc2N2CCOCC2)cc1OCC	16	-2	/	1	0.2	/	-1	-1.7	-0.5
Cc1noc(C)c1COc1cccc(C(=O)OCC(=O)N2CC(=O)Nc3ccccc32)c1	7	-20	-1.3	1	-0.9	-3.0	0	-2.4	-0.9
CCn1c(=N)n(CC(=O)C23CC4CC(CC(C4)C2)C3)c2ccccc21	7	-2	3.4	-2	-2.1	-2.6	1	2.2	-1.3
COc1ccc2nc(NC(=O)c3ccc(NC(=O)C4CCCO4)cc3)sc2c1 (configuration not stated)	17	12	-0.8	-11	0.1	1.0	2	0.6	-0.5
O=C(CSc1nccc(=O)[nH]1)NCc1ccco1	-1	2	-0.1	0	-1.3	3.1	2	-4.8	-0.3
Cc1ccc(CCNC(=O)C2CCCN(c3nc4ccccc4o3)C2)cc1 (configuration not stated)	-4	3	1.5	-2	-0.6	-0.2	0	-2.6	0.2
COc1ccc(-c2ccc(C(=O)NCc3ccco3)c3occc23)c(C)c1	-3	-8	/	-6	1.4	/	28*	-3.9	-0.5
O=C(CC1C(=O)NCCN1CCCc1ccccc1)NCCc1ccccc1F (configuration not stated)	-6	-16	-0.2	-4	-1.9	-2.0	1	-6.2	-2.2
CN1CCN(C(=O)c2cc(C(C)(C)C)cc(C(C)(C)C)c2)CC1	-4	-5	-2.1	-3	/	-0.9	2	-0.9	-1.5
Nc1ccccc1SC1CC(=O)N(c2ccc(Cl)c(Cl)c2)C1=O (configuration not stated)	-1	?	-1.4	-8	0.5	-4.5	3	-4.0	-4.4
CC(NS(=O)(=O)c1ccc(Cl)cc1)C(=O)NCc1ccco1 (configuration not stated)	5	-10	-1.1	-3	-1.5	0.0	0	-1.7	-0.6
O=C(COC(=O)CCCOc1ccc(Cl)cc1Cl)Nc1cccc(Cl)c1	-3	-3	0.2	0	/	2.4	3	-3.0	0.5
Cc1ccc(C(=O)NNC(=S)NC(=O)c2ccc(Cl)cc2)cc1	19	-18	-0.8	-5	-0.8	0.0	1	-1.1	-2.6
NNC(=O)c1sccc1OCc1ccc(Cl)cc1	2	-14	-1.6	-4	/	-1.6	0	-0.6	-2.0
O=C(COC(=O)c1ccccc1Cc1ccccc1)NC1CCS(=O)(=O)C1 (configuration not stated)	2	-2	0.1	0	-1.0	1.1	3	-3.4	0.2
CC(C[N+](C)(C)C)OC(=O)C1(c2ccccc2)CCCC1 (configuration not stated)	6	?	-0.5	1	/	2.4	-2	-0.4	?
O=C(c1ccc(Cl)cc1Cl)N1CCN(c2ccccn2)CC1	4	?	0.8	-4	0.4	1.9	0	-1.4	-1.8
CCN(CC)S(=O)(=O)c1cc(C(=O)Nc2cc(C)[nH]n2)ccc1Cl	3	-2	-0.1	-5	-1.7	4.9	3	/	-1.2
COc1ccc(/C(C)=N/NC(=O)CNC(=O)/C=C\c2ccccc2OC)c(OC)c1	5	4	0.7	0	1.1	-1.4	6	-2.2	-1.9
COc1ccc(OC)c(S(=O)(=O)N/N=C\c2c[nH]c3ccccc23)c1	5	7	-0.7	-2	0.6	1.8	2	0.7	0.2
Cc1ccc(C2(C)NC(=O)N(CC(=O)NCc3cccc(Cl)c3)C2=O)cc1 (configuration not stated)	-4	-13	-1.1	2	-4.7	1.1	0	-1.8	0.8
CCOC(=O)N1CCN(S(=O)(=O)c2cc(Br)cnc2N)CC1	-3	-3	-0.7	-4	-0.4	-0.7	1	-1.7	0.0
COc1ccc(-c2[nH]ncc2/C=C(/C#N)C(=O)NC2CCCCC2)cc1	23	11	0.2	-2	-3.1	1.3	1	-0.4	-0.2
Cc1nccc(-c2cccc(NC(=O)c3ccccc3Cl)c2)n1	-4	0	-0.9	1	/	1.2	3	-2.1	-1.0
Cc1sc(NC(=O)CSc2nc(N)cc(N)n2)c(C#N)c1C	-4	-7	1.1	-3	/	-1.5	2	-4.7	0.4
N#CC(Cc1cccc(CC(C#N)(c2ccccc2)c2ccccc2)c1)(c1ccccc1)c1ccccc1	6	-7	0.0	-9	-0.1	-0.4	0	-1.0	-0.4
CC12CC(NC(=O)N1c1cccc(C(=O)Nc3ncn[nH]3)c1)c1ccccc1O2 (configuration not stated)	4	11	-1.5	1	-0.2	1.1	1	-4.2	0.7
CCc1nc(SCC(=O)Nc2ccccc2OC)c2c(C)c(C)sc2n1	6	-8	-0.7	0	6.0	3.4	4	-1.1	0.4

Following part:
SMILES	GDH-TPI counter	BoNT F protease	PfHsp40 yeast	Anthrax LF prot	Mtb BioA inh	Mtb UGM inh	Mtb FBA inh	FadD28 binding	BoNT A protease
C=CCNC(=S)NNC(=O)c1cccn(Cc2ccc(Cl)c(Cl)c2)c1=O	17	-9	0.0	-2	-0.5	1.3	7	-0.3	-1.1
CN1CCN(c2ccc([N+](=O)[O-])c(SCCO)c2)CC1	2	0	0.6	2	/	-0.4	-12	-1.5	-0.6
COc1ccc(OC)c(S(=O)(=O)NCc2cc(-c3ccccc3)no2)c1	4	4	-0.8	3	-0.6	-1.9	1	-3.9	0.4
COc1cccc(NC(=O)CCCN2C(=O)C3CC=CCC3C2=O)c1 (configuration not stated)	3	2	0.1	0	1.5	-3.1	-1	-0.2	1.3
Cc1ccc(C)c(OCCCNCc2ccccc2)c1	12	-38	-1.3	0	-2.0	1.3	3	-1.0	-5.1
Cc1ccc(C(=O)Nc2cccc(S(=O)(=O)N3CCCCC3)c2)cc1S(=O)(=O)N1CCOCC1	9	-6	0.9	-11	-1.2	/	-1	-1.7	0.3
Cc1cc(C(F)(F)F)nc(SCC(=O)c2cccc([N+](=O)[O-])c2)n1	1	-8	-1.4	1	1.8	-1.5	2	-2.1	-5.3
O=C(COc1ccc([N+](=O)[O-])cc1)Nc1ccccc1N1CCCC1	7	-10	-0.3	-1	0.7	1.7	1	-0.6	-0.6
O=S(=O)(Nc1ncnc2sc3c(c12)CCC3)c1cc(F)ccc1F	11	5	-1.0	-6	-0.7	-1.0	2	-1.2	0.8
COc1cc2nc(SCc3c(C)noc3C)n(CCC3=CCCCC3)c(=O)c2cc1OC	-4	4	-0.3	-1	/	4.7	1	-2.9	0.2
CN1CCN(NC(=S)Nc2ccc(OC(F)F)cc2)CC1	0	-1	-2.7	-1	/	-0.1	3	-1.4	-0.4
CN1C(=O)/C(=C/c2cc3c(cc2Br)OCO3)NC1=S	9	4	0.2	-5	/	0.7	-6	0.0	-0.6

As entered above:
O=C(NCc1cccs1)c1nc2c(nnn2Cc2ccc(F)cc2)c(=O)[nH]1 | Mtb BioA inh: 8.4
O=S(=O)(Nc1ncnc2sc3c(c12)CCC3)c1cc(F)ccc1F | Mtb FBA inh: 2
Cc1ccc(CCNC(=O)C2CCCN(c3nc4ccccc4o3)C2)cc1 (configuration not stated) | PfHsp40 yeast: 1.5
O=C(COc1ccc([N+](=O)[O-])cc1)Nc1ccccc1N1CCCC1 | BoNT A protease: -0.6

From PubChem
